Compound activity as filed in PubChem.
V1aR counter = V1a receptor agonism, counter-screen for OXTR agonists | activation, % at 3 µM | P37288 | 320,000 tested, 0.25% active | CHO-V1R cells, Fluo-8 calcium fluorescence, agonist mode; 0% DMSO, 100% 3 nM vasopressin;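 active means activation above the mean activation of all tested compounds plus 3 SD, per screening run, cut at about 20% in these data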;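 further: signal is peak over basal fluorescence ratio across a 100 second FLIPR read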
Target sequence (P37288 whole entry, looked up): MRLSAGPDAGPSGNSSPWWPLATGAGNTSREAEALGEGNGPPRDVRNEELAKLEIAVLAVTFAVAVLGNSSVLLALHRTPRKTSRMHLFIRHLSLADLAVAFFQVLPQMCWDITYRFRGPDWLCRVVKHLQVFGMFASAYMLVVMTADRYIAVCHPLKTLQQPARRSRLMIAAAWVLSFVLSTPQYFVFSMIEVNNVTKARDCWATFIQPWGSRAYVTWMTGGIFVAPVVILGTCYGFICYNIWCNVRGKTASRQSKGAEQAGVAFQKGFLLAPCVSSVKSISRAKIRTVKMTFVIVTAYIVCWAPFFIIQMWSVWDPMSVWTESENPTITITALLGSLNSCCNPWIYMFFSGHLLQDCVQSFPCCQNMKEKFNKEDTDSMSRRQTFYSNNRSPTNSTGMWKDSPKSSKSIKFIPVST
CHO parental Ca = counter-screen for OX1R antagonists: effect in parental CHO cells. inhibition, % at 5.6 µM. parental CHO-K1, ATP-induced calcium, Fluo-8 fluorescence. 330,000 tested, 0.63% active;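 active means inhibition above that plate's mean sample inhibition plus 3 SD, cut at about 26% in these data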;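 further: 0% = ATP-challenged DMSO wells and 100% = DMSO wells without ATP; some compounds past the cut are filed as inactive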
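Material: parental CHO cells / Compound: single nominal dose of 5.6 µM per compound / Signal: Fluo-8 fluorescence / Replicates: singlicate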
OXTR potentiator = potentiates the human oxytocin receptor response; CHO-OTR cells, Fluo-8 calcium fluorescence, potentiator mode; 0% = oxytocin EC15, 100% = EC100; activation, % at 3 µM; 320,000 tested, 0.061% active;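 active means activation above that plate's cutoff, the mean activation of tested compounds plus 3 SD, cut at about 6.6% in these data, passing the limit was not always enough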;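 further: 100% uses oxytocin at 75 nM as the full agonist control; some results filed as inactive read as strong as hits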
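System: human OTR in CHO cells / Also added: sub-maximal oxytocin, roughly EC15 / Control set: EC15 oxytocin low, 75 nM oxytocin high / Schedule: 6 min compound pre-incubation at room temperature, 100 s kinetic read / Compound: single-point 3.0 µM / Replication: singlicate / Technique: Fluo-8 calcium dye fluorescence / Read-out basis: % activation of max/min ratio relative to oxytocin controls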
TAAR1 agonist = agonists of human TAAR1. Q96RJ0. CHO RD-HGA16 TAAR1, Fluo-8 calcium fluorescence; vehicle wells 0%, saturating PEA agonist 100%. activation, % at 3 µM. 360,000 tested, 0.99% active. AID 624467;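 active means activation above the mean activation of all test compounds in the run plus 3 SD, cut at about 38% in these data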
Target sequence (Q96RJ0 whole entry, looked up): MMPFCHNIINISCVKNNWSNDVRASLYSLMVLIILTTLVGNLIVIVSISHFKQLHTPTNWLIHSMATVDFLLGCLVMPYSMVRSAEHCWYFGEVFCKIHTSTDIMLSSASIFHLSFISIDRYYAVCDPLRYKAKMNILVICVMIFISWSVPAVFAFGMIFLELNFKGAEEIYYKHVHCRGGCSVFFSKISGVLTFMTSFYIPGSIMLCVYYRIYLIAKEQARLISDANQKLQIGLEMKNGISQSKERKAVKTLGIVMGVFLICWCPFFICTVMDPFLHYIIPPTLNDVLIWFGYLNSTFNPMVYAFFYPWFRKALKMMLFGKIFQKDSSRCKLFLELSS
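Assay system: CHO-derived RD-HGA16 cells with stable Gα16 and human TAAR1; timing: 17-24 h seeding, 75 min 37 °C dye, 30 min RT; read-out: % activation from peak over basal fluorescence ratio, DMSO-to-PEA scaled; measured by: kinetic Fluo-8 calcium fluorescence; benchmarks: low control DMSO, high control PEA (EC100); doses: 3 µM single concentration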
TAAR1 antag = human TAAR1 antagonism; inhibition, % at 3 µM; CHO RD-HGA16 TAAR1, Fluo-8 calcium fluorescence, antagonist; Q96RJ0; AID 624466; 360,000 tested, 1.5% active;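 active means inhibition above a per-plate cutoff, the mean inhibition of test compounds on that plate plus 3 SD, cut at about 49% in these data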;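 further: 0% = DMSO plus EC80 beta-PEA response and 100% = DMSO alone without agonist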
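Assay system: RD-HGA16 CHO cells with stable hTAAR1 and Gα16 / Reagent: EC80 β-phenethylamine stimulus / Doses: 3 µM, single point / Timing: dye loading 75 min at 37 °C, then 30 min room temperature / Measured by: Fluo-8 intracellular calcium dye fluorescence, real-time kinetic reads / Controls: vehicle wells and EC80 agonist wells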
OXTR agonist = activates the human oxytocin receptor | P30559 | CHO-OTR cells, Fluo-8 calcium fluorescence; normalized: DMSO 0%, oxytocin 100% | activation, % at 3 µM | 320,000 tested, 0.32% active;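 active means activation above the mean of all tested compounds plus 3 SD, cutoff set per screening run, cut at about 20% in these data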;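 further: peak over basal fluorescence ratio from a 100 s FLIPR kinetic read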
CHRM1 agonist = human M1 muscarinic receptor agonism; CHO-K1 hM1, Fluo-8 calcium fluorescence, agonist mode; 0% DMSO, 100% acetylcholine EC100; activation, % at 3 µM; 360,000 tested, 0.33% active;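 active means activation above the run's mean compound activation plus 3 SD, cut at about 16% in these data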;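 further: peak over basal fluorescence ratio within a 140 s kinetic read after compound addition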
CHRM1 PAM = positive allosteric modulators of human M1 muscarinic receptor; P11229; CHO-K1 hM1, Fluo-8 calcium fluorescence, ACh EC20; 0% = ACh EC20, 100% = maximal ACh; activation, % at 3 µM; 360,000 tested, 0.088% active; in the data active means activation above about 19%, passing the limit was not always enough
M1 antag = blocks human M1 muscarinic receptor | P11229 | 360,000 tested, 1.3% active | inhibition, % at 3 µM | CHO-K1 hM1, Fluo-8 calcium fluorescence, ACh EC80 antagonist;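 active means percent inhibition above its own plate's cutoff, namely the mean of that plate's compound wells plus 3 SD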;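 further: peak over basal fluorescence ratio during 140 s after agonist addition; 0% = ACh EC80 plus DMSO and 100% = DMSO alone without agonist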
* = called active by the depositor; . = not tested or not shown; & = joins results of further samples.

SMILES	V1aR counter	CHO parental Ca	OXTR potentiator	TAAR1 agonist	TAAR1 antag	OXTR agonist	CHRM1 agonist	CHRM1 PAM	M1 antag
Cc1cc(C)c2[nH]c(=O)c(CN(Cc3cccs3)C(=S)NCc3ccco3)cc2c1	0.6	-24	-9	3	41	-0.8	-5	-1	3
CC(=O)Nc1ccc(NC(=O)c2nc(S(=O)(=O)Cc3ccccc3)ncc2Cl)cc1	0.6	14	-7	1	4	-0.7	-3	0	4
O=C(N/N=C/c1c(-c2ccccc2)[nH]c2ccccc12)c1cccnc1	-0.1	-24	-4	8	3	-1.5	-2	-4	13
O=C(CCS(=O)(=O)c1ccccc1)OCC(=O)N1CCN(S(=O)(=O)c2ccc(Cl)cc2)CC1	1.2	-15	-1	4	-14	0.8	-1	-4	-9
CCS(=O)(=O)N1CCCC(C(=O)NCCCOC(C)C)C1 (configuration not stated)	1.1	-10	-9	8	-1	-0.1	-3	4	-7
COc1ccc2c(c1)-c1nc(/N=C/c3ccccc3O)sc1CC2	-1.3	-12	4	9	1	-1.1	-4	4	-2
Cn1c(SCC(=O)NNC(=O)c2ccccc2Br)nnc1C(F)(F)F	1.6	0	-6	2	1	1.4	6	7	5
COc1cc2ccccc2cc1C(=O)NC(=S)Nc1cc(C(=O)O)ccc1C	.	.	.	0	-9	.	-6	10	-5
Cc1nc2ccc(S(=O)(=O)NC(C(=O)N3CCCC3)C(C)C)cc2s1 (configuration not stated)	-0.1	-13	-5	1	-17	-0.1	-4	0	-2
CC(=O)Nc1ccc(NC(=O)COC(=O)[C@@H]2CCCN2C(=O)c2cccs2)cc1	1.6	-11	-7	1	-1	2.7	-3	8	-14

Part of the list above in order of number of heavy atoms, high to low.
SMILES	V1aR counter	CHO parental Ca	OXTR potentiator	TAAR1 agonist	TAAR1 antag	OXTR agonist	CHRM1 agonist	CHRM1 PAM	M1 antag
Cc1cc(C)c2[nH]c(=O)c(CN(Cc3cccs3)C(=S)NCc3ccco3)cc2c1	0.6	-24	-9	3	41	-0.8	-5	-1	3
COc1cc2ccccc2cc1C(=O)NC(=S)Nc1cc(C(=O)O)ccc1C	.	.	.	0	-9	.	-6	10	-5
Cn1c(SCC(=O)NNC(=O)c2ccccc2Br)nnc1C(F)(F)F	1.6	0	-6	2	1	1.4	6	7	5

(cont.)
SMILES	V1aR counter	CHO parental Ca	OXTR potentiator	TAAR1 agonist	TAAR1 antag	OXTR agonist	CHRM1 agonist	CHRM1 PAM	M1 antag
COc1ccc(C(=O)NC(=S)Nc2ccc(Cl)c(C(=O)O)c2)cc1	0.6	-14	-2	1	-3	0.8	-3	1	0
Cc1cc(C)c(C#N)c(SCc2cn3ccccc3n2)n1	0.0	-16	-5	6	6	-0.9	-8	-14	10
O=C(c1cccs1)N(Cc1nc2sc3c(c2c(=O)[nH]1)CCCC3)C1CCCC1	-0.4	-17	-5	8	-34	-1.8	-6	6	-10
Cn1c(C(=O)N2CCN(C(=O)c3ccco3)CC2)cc2c(=O)n3ccccc3nc21	0.7	-28	-12	9	-23	-0.5	-3	13	3
CCOC(=O)C1CCCN(C(=O)c2cccc3ccccc23)CC1 (configuration not stated)	.	.	.	2	7	.	0	-6	-3
COc1ccccc1NC(=S)NCc1cccnc1	0.3	-5	-12	4	-27	-0.2	-9	-1	3
O=C(CNC(=O)c1ccco1)Nc1ccc(F)cc1	0.5	7	-2	5	-10	0.8	-3	5	-5
CS(=O)(=O)N1CCc2cc(C(=O)N3CCN(c4ccccc4F)CC3)ccc21	-0.6	-4	-8	-1	-7	0.2	-5	1	-8
COc1ccc(NS(=O)(=O)c2cccs2)cn1	2.7	-11	-10	0	-1	-0.5	-3	5	-5
COc1nc(N/N=C/c2ccccc2F)nc(N2CCCCC2)n1	-0.7	-14	-1	16	21	-1.6	-3	7	-9
O=C(C[n+]1ccccc1)N/N=C/c1ccco1	0.1	-10	-2	5	-1	-0.1	-10	15	-7
O=C(COc1ccc2ccccc2c1)Nc1cccc(C(=O)Nc2ccccc2C(=O)O)c1	-0.4	-19	-5	0	-10	-1.0	-4	-1	5
O=C(/C=C/[C@H]1O[C@@H](n2ccc(=O)[nH]c2=O)[C@H](O)[C@@H]1O)N1CCN(CCc2ccccc2)CC1	.	.	.	2	9	.	-5	6	-24
Cc1ccccc1S(=O)(=O)Cc1ccc(C(=O)NCc2ccc(F)cc2)o1	1.6	-9	-9	6	11	-0.1	-5	12	-4
COc1ccc(S(=O)(=O)N2CCOCC2)cc1NC(=O)CCc1nc2ccccc2c(=O)[nH]1	0.9	12	-2	2	-15	0.9	-3	10	-2
CSc1ccccc1NC(=O)CN(C)CC(=O)Nc1c(F)cccc1F	0.3	-14	4	6	-11	1.4	-1	0	2
CCC1(CC)NC(=O)N(CC(=O)N2CCc3ccccc32)C1=O	-1.2	-10	4	-1	-7	0.8	-5	10	-23
CN(C)S(=O)(=O)c1ccc(Oc2ccccc2)cc1	2.7	14	-5	11	24	1.6	-2	7	-8
Cc1nc(NCC2CCCO2)c2nnn(Cc3ccccc3Cl)c2n1 (configuration not stated)	-0.2	-17	-8	.	.	-1.0	-2	5	-5
COC(=O)c1cc(Br)c(N)cc1OC	-0.4	-6	-14	2	14	-0.7	-3	6	0
Cc1cccn2c(NCc3ccc4c(c3)OCO4)c(-c3ccc(O)cc3)nc12	-0.9	-9	-6	1	16	-1.1	-12	-7	4
O=C(Nc1cc(C(F)(F)F)ccc1N1CCOCC1)c1cccnc1	1.0	-10	-4	0	-1	0.8	3	18	-10
O=C(Nc1ccccc1NC(=O)c1ccco1)c1ccccc1	-0.2	-10	5	-1	6	0.3	-3	7	-7
Cn1cccc1CC(=O)N/N=C\c1c2ccccc2cc2ccccc12	-0.8	-29	-5	8	-22	-1.2	-8	2	1
CC(=O)Nc1ccccc1NS(=O)(=O)c1cccc([N+](=O)[O-])c1	1.3	3	-2	2	-6	0.4	-1	11	-9
Cc1ccc(-c2c[n+](CC(=O)Nc3ccccc3C)c3n2CCC3)cc1	-1.3	-10	-7	0	-26	-0.6	-9	4	2
COc1ccc2[nH]c(=O)c(COC(=O)c3ccco3)cc2c1	1.3	-4	-4	9	-9	0.7	-1	9	-16
CCCn1c(SCC(=O)NCCc2ccc(OC)c(OC)c2)nc2c1c(=O)n(C)c(=O)n2C	0.0	-13	3	2	-7	-0.4	-5	7	-4
C[C@H](CO)N1C[C@H](C)[C@@H](CN(C)S(=O)(=O)c2ccccc2)Oc2c(NC(=O)NC3CCCCC3)cccc2C1=O	1.6	-14	0	3	3	-0.5	-7	-2	4
CCOC(=O)C1CCN(CC(=O)Nc2ccc(OC)c(Cl)c2)CC1	-0.2	-7	-6	1	-13	-1.6	-6	1	0
c1ccc(-c2nc3ccccc3[nH]2)nc1	-0.2	-7	-2	1	-11	-0.2	-2	-6	3
Cc1ccc(C(O)c2ncc(-c3ccc(F)cc3)[nH]2)c(C)c1 (configuration not stated)	.	.	.	1	12	.	-1	-3	1
COC1OCC(O)C(NC(=O)N(C)N=O)C1O (configuration not stated)	.	.	.	1	-5	.	-1	6	-8
O=C(CSc1nc2c(c(=O)n1-c1ccccc1)SCC2)NCC1CCCO1 (configuration not stated)	-0.6	-12	1	-1	-15	1.4	1	19	-16
CC(=O)Oc1ccccc1Cn1c(C)c(C(=O)NCc2ccc(F)cc2)sc1=O	.	.	.	25	4	.	10	-4	3
CC1CCN(c2nc(N3CCCCC3)nc(N3CCCCC3)n2)CC1	-0.4	-12	1	4	6	0.6	-3	3	4
C=CCn1cc(C(=O)N2CCc3ccccc3C2)c(=O)c2cc(S(=O)(=O)N(CC)CC)ccc21	-1.2	-13	-1	3	10	-1.3	-8	5	-11
CCC(C)Sc1cc(-c2nc3ccc(Cl)cn3c2NC2CCCCC2)ccc1OC (configuration not stated)	0.3	-28	-8	14&-1	-14&-23	0.4	-3	9	-10
O=C1CC(N2CCN(c3ccc(C(=O)c4ccc(F)cc4)cc3)CC2)C(=O)N1 (configuration not stated)	5.7	2	-12	12	14	4.7	6	6	-22
CC(C)CC(=O)Nc1nnc(S(=O)(=O)N(C)Cc2ccco2)s1	-0.1	-16	-13	.	.	-0.1	-1	7	-11
O=C(Nc1ccc(-n2ccnc2P(=O)(O)c2ccccc2)cc1)c1ccccc1Cl	0.6	-10	-3	10	4	0.9	-3	1	2
Cc1ccccc1NC(=O)/C(=C/c1ccccc1)c1ccccc1	4.0	-32	-4	27	46	-1.4	-3	3	-2
CSc1ccccc1NC(=O)C1=CC(c2ccc(C)cc2)=NS(=O)(=O)N1C	-0.8	-7	-4	-2	26	-2.0	0	-6	6
COc1cc2c3c(c1)C1(C(=O)N3C(C)(C)C=C2C)C(C#N)=C(N)Oc2cc(C)oc(=O)c21 (configuration not stated)	.	.	.	3	12	.	-2	8	-7
Cc1cc(Cl)ccc1OCCCC(=O)Nc1cc(S(=O)(=O)N2CCOCC2)ccc1N1CCOCC1	.	.	.	1	39	.	-2	5	8
COc1ccc(NC(=S)N2CCC(N(C)CCN3CCOCC3)CC2)cc1	1.0	-4	2	0	3	1.3	-7	2	-2
COc1cccc(CC2(CO)CCN(Cc3cnc(-c4cccc(C)c4)nc3)CC2)c1	7.6	-4	-10	7	5	10	-4	-5	4
COC(=O)c1sc(C(=O)OC)c(C(=O)OC)c1C(=O)OC	0.3	-14	0	2	-8	-0.2	-10	0	-2
Cc1ccc(C(O)P(=O)(OC(C)C)c2ccc(N(C)C)cc2)cc1 (configuration not stated)	1.1	-8	-5	4	-4	-0.9	-4	10	2
Cc1ccc(C2(C)NC(=O)N(CC(=O)Nc3cc(S(=O)(=O)N4CCOCC4)ccc3OC(C)C)C2=O)cc1 (configuration not stated)	.	.	.	3	2	.	-4	11	-13
(continued)
SMILES	V1aR counter	CHO parental Ca	OXTR potentiator	TAAR1 agonist	TAAR1 antag	OXTR agonist	CHRM1 agonist	CHRM1 PAM	M1 antag
CCn1ncc(Br)c1C(=O)Nc1cc(C(=O)OC)ccc1C(=O)OC	-0.9	-12	-12	-1	-10	-0.4	-2	3	-7
CC(NC(=O)N1CCOCC1)c1ccccc1 (configuration not stated)	-0.8	-7	-8	0	-3	1.4	-2	9	-18
CCOC(=O)COc1ccc2c(c1)C(=O)CC(C)(c1cccnc1)O2 (configuration not stated)	0.2	-9	-4	.	.	1.9	-8	-11	4
Cc1cc(C)nc(SCC(=O)Nc2cccc(S(=O)(=O)N(C)C)c2)n1	6.4	-8	-13	2	-4	2.8	-5	6	5
O=C(NCCN1CCN(C(=O)Nc2ccccc2)CC1)Nc1ccccc1	-0.5	3	-1	6	-6	-0.3	-2	8	7
Cn1nc([N+](=O)[O-])nc1N1CCN(c2ccc(F)cc2)CC1	0.3	-2	-3	0	17	0.9	-3	7	-20
